Bioassay records deposited in PubChem by Sanford-Burnham Center for Chemical Genomics.
TAG inh: inhibitors of triacylglycerol accumulation, primary screen, cell-based, uHTS, fluorescence, H9c2. H9c2 cells, Nile Red lipid (TAG) fluorescence; cells loaded with 200 µM oleic acid. inhibition, % at 12.5 µM. actives 0.66% (n = 230,000). AID 651582, 2012;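 active means pattern-corrected inhibition of lipid staining of at least 50% with the nuclear-stain viability signal not falling by more than 50%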;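 further: 0% = DMSO wells and 100% = triacsin C control wells; some results filed as inactive read as strong as hits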
TAG inh DAPI viability: second read-out of TAG inh, no call of its own (marks repeat the call); DAPI nuclei signal change (viability), lower = more cytotoxic, %;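 whole-well DAPI fluorescence read on a plate reader as a viability signal; minus 50 percent equals half of cells still viable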
Numbers without * were called inactive; & = joins results of further samples. These rows are one share of the data; count on the stated rates, not on these rows.

Results follow in this order: TAG inh | TAG inh DAPI viability
COc1ccc(NC(=O)C2CC(=O)N(c3ccccc3F)C2)cc1S(=O)(=O)N1CCCCC1 (stereo not drawn)
    6 | -1
CC(CN1CCN(C)CC1)OC(=O)c1ccccc1Cl (stereo not drawn)
    6 | -6
Cc1sc2c(c1C)C(=O)/C(=C\Nc1ccncc1)S(=O)(=O)N2C
    0 | -1
O=C(NC(=S)Nc1ccc(-c2ccccc2)cc1)c1ccccc1
    -28 | 2
CSc1ncccc1C(=O)Nc1cccc(S(=O)(=O)N2CCOCC2)c1
    0 | -1
O=C1c2ccc3c4c(ccc(c24)C(=O)N1c1ccc2ccccc2c1)CC3
    -12 | -8
Cc1occc1-c1nnc(SCC(=O)N2CCCCC2C)o1 (stereo not drawn)
    -6 | 53
CC1C/C(=N/Nc2ccc([N+](=O)[O-])cc2[N+](=O)[O-])CC(C)(C)C1 (stereo not drawn)
    -1 | 5
O=C(c1ccncc1)N1CCN(S(=O)(=O)c2ccc(OC(F)(F)F)cc2)CC1
    -10 | 3
Cc1c(C)c2cc(Cl)c(OCC(=O)NCCCN3CCCC3=O)cc2oc1=O
    -6 | 26
Cc1cc([N+](=O)[O-])nn1CC(=O)NCc1nc2ccccc2[nH]1
    -6 | -1
COc1ccc(NCC(O)COc2ccc(C(C)(C)C)cc2)cc1 (stereo not drawn)
    -13 | 9
Cc1ccc(-c2noc(CCC(=O)NCCc3ccccc3Cl)n2)cc1
    1 | -11
COc1ccc(-c2noc(CCC(=O)Nc3cccc(C)c3)n2)cc1
    -8 | 5
CCOc1cc2[nH]c(=O)n(CCCCC(=O)NCc3ccco3)c(=O)c2cc1OCC
    33 | 3

Molecules listed so far that have a Cl atom (3):
Results follow in this order: TAG inh | TAG inh DAPI viability
CC(CN1CCN(C)CC1)OC(=O)c1ccccc1Cl (stereo not drawn)
    6 | -6
Cc1c(C)c2cc(Cl)c(OCC(=O)NCCCN3CCCC3=O)cc2oc1=O
    -6 | 26
Cc1ccc(-c2noc(CCC(=O)NCCc3ccccc3Cl)n2)cc1
    1 | -11

The results go on:
Results follow in this order: TAG inh | TAG inh DAPI viability
Cc1cccc(NC(=O)C(CC(C)C)NC(=O)C2CCC(C)CC2)n1 (stereo not drawn)
    -3 | 0
COc1ccc(C(CNC(=O)c2cc3c(s2)CCC(C)C3)N2CCOCC2)cc1 (stereo not drawn)
    22 | -1
CSc1nn2cc(CCN3CCOCC3)c(-c3ccc(F)cc3)nc2c1C#N
    14 | -3
C/C(=N/NS(=O)(=O)c1ccc(Cl)cc1)c1cccc(NC(=O)c2ccc(Cl)cc2Cl)c1
    -9 | 0
CCOc1ccc(Oc2c(C)oc3cc(O)ccc3c2=O)cc1
    -29 | 10
COc1ccccc1N1CCN(S(=O)(=O)c2cc(C(F)(F)F)cc(C(F)(F)F)c2)CC1
    -3 | 6
COC(=O)Nc1ccc(S(=O)(=O)N(CCO)CC(F)(F)C(F)F)cc1
    -3 | 3
CC(=O)c1nn(-c2cccc(Br)c2)cc1C(=O)c1ccccc1
    4 | -8
COc1ccccc1N1CCN(/N=C/C=C/c2ccccc2[N+](=O)[O-])CC1
    4 | 1
Cc1c(C(=O)OCC(=O)N(C)CC(=O)Nc2ccc(F)cc2)oc2ccccc12
    -10 | 11
Cc1nc(C(F)(F)F)ccc1C(=O)N1CCC1(C)C(=O)NS(=O)(=O)c1cccc(C#N)c1 (stereo not drawn)
    3 | 8
COCOCCn1cc(CN2CCS(=O)(=O)N(Cc3ccc(-c4ccc(F)cc4)cc3)C(C(C)C)C2=O)nn1 (stereo not drawn)
    -1 | 9
NC(=O)C1CCN(C(=O)CN(c2cccc(Cl)c2)S(=O)(=O)c2ccccc2)CC1
    -4 | 2
C=CCOC(=O)C(=O)/C=C/c1c(C)n(C)n(-c2ccccc2)c1=O
    22 | -1
O=C(CSc1nc(-c2ccccc2)cs1)NCCN1C(=O)CSC1=O
    -1 | 11
COc1ccc(CN2CCN(C(=O)c3cccs3)CC2)cc1
    9 | -4
O=C(NC(=S)Nn1cnnc1)c1ccccc1Br
    1 | -4
Cc1c(N2C(=O)C(=O)/C(=C(/O)c3ccc(Br)cc3)C2c2cccnc2)c(=O)n(-c2ccccc2)n1C (stereo not drawn)
    4 | -2
COc1ccc(N2CC(C(=O)NCCc3ccc(Cl)cc3)CC2=O)c(OC)c1 (stereo not drawn)
    -2 | 2
O=C(Nc1cccc(Cl)c1)OCc1cn(-c2ccccc2)nn1
    6 | 2
N#Cc1ccc(S(=O)(=O)N2CCN(CC(=O)NCC3(N4CCOCC4)CCCCC3)CC2)cc1
    15 | -9
Cc1cc2nc(C)n(CCCNC(=O)Nc3ccccc3)c2cc1C
    -17 | -1
CCSc1ccc(-c2cc(NC=O)c3ncc(-c4cccc(C(=O)NCCN(C)C)c4)n3c2)cc1
    46 | 3
COc1ccc([C@H]2CC(=O)C=C(c3cc(Cl)ccc3OC)C2)cc1
    -39 | -7
O=C1OCCN1CC(=O)N1CCc2c([nH]c3ccccc23)C1c1ccccn1 (stereo not drawn)
    3 | -6
Cn1c(=NC(=O)CN2C(=O)C3CC=CCC3C2=O)sc2ccccc21 (stereo not drawn)
    -3&-2 | 0&1
CCc1cccc2sc(N3CCN(C(=O)c4ccc([N+](=O)[O-])o4)CC3)nc12
    92 | -74
Cc1noc(C)c1COC(=O)c1ccc2ccccc2n1
    -1 | -4
COC(=O)c1cccc(NC(=O)c2ccc3c(c2)C(=O)N(CC2CCCO2)C3=O)c1 (stereo not drawn)
    13 | -14
Cc1nc(C(=O)NNC(=O)c2ccc(C(F)(F)F)cc2)cs1
    10 | -10

5 entries already listed, sorted by heavy-atom count, lowest first:
Results follow in this order: TAG inh | TAG inh DAPI viability
COc1ccc([C@H]2CC(=O)C=C(c3cc(Cl)ccc3OC)C2)cc1
    -39 | -7
Cn1c(=NC(=O)CN2C(=O)C3CC=CCC3C2=O)sc2ccccc21 (stereo not drawn)
    -3&-2 | 0&1
COC(=O)c1cccc(NC(=O)c2ccc3c(c2)C(=O)N(CC2CCCO2)C3=O)c1 (stereo not drawn)
    13 | -14
N#Cc1ccc(S(=O)(=O)N2CCN(CC(=O)NCC3(N4CCOCC4)CCCCC3)CC2)cc1
    15 | -9
CCSc1ccc(-c2cc(NC=O)c3ncc(-c4cccc(C(=O)NCCN(C)C)c4)n3c2)cc1
    46 | 3

Later entries.
Results follow in this order: TAG inh | TAG inh DAPI viability
O=C(Nc1ccc2[nH]ccc2c1)c1cccs1
    2 | -3
COc1ccccc1CNc1nc(NCc2ccccc2)nc2ccsc12
    129 | -112
COc1cccc(NC(=O)C2C3C=CC(O3)C2C(=O)O)c1 (stereo not drawn)
    -9 | 12
O=C(O)COc1ccc(NC(=O)c2ccc3c(c2)C(=O)N(Cc2ccccc2)C3=O)cc1
    5 | -1
CCC1=NN2C(=N)/C(=C/c3cc(C)n(Cc4ccccc4)c3C)C(=O)N=C2S1
    10 | -6
Cc1cc(C)c2cc(CN(Cc3ccco3)C(=O)NCc3ccccc3)c(=O)[nH]c2c1
    1 | -9
Cn1c(SCC(=O)Nc2cccc(S(=O)(=O)N3CCOCC3)c2)nnc1-c1ccncc1
    1 | -8
COc1ccc(-n2ncc(C(C)NS(=O)(=O)c3cc(F)ccc3C)c2C)cc1 (stereo not drawn)
    -5 | -5
CCC(C)C1(C2CCCC2)NC(=O)NC1=O (stereo not drawn)
    -11 | 3
COC(=O)c1c(NC(=O)COC(=O)c2ccc(Cl)nc2)sc(C)c1C
    -6 | -3
CC(=O)c1cccc(NC(=O)C(OC(=O)c2cccs2)c2ccccc2)c1 (stereo not drawn)
    -45 | -8
CN(C)c1cccc(N(C)C)c1CNC(=O)NC(=O)c1c(F)cccc1F
    -57 | 3
FCCCOc1ccc(-c2nccc(-c3ccc(Br)cc3)n2)cc1
    3 | -3
COCCN(C(=O)c1ccc(-c2ccc([N+](=O)[O-])cc2)o1)c1c(N)n(CC(C)C)c(=O)[nH]c1=O
    -10 | -7
O=C(NC(=S)Nc1ccccc1N1CCCC1)c1cccs1
    -37 | 3
CCOc1cc(/C=N/NC(=O)C(=O)NCC2CCCO2)ccc1OCC(=O)N1CCOCC1 (stereo not drawn)
    -3 | 5
Cc1ccc(S(=O)(=O)n2nc(C)c(Br)c2C)c(C)c1C
    -8 | -2
Cn1nnnc1SCC(=O)Nc1cc(S(=O)(=O)N2CCCC2)ccc1Cl
    -10 | 7
COc1ccc(OC)c(NC(=O)CSCc2cnn(-c3ccccc3)c2-n2cccc2)c1
    -1 | -4
CCc1nc2ccc(C(=O)N3CCN(S(=O)(=O)CC)CC3)cn2c1N(C)C(=O)c1cccc(OC)c1
    -3 | 4
COCCN(C(=O)COC(=O)/C=C/c1ccccc1Cl)c1c(N)n(Cc2ccccc2)c(=O)[nH]c1=O
    5 | -8
COc1ccc(CNCCCn2cnc3c(OCc4ccccc4)ncnc32)cc1
    -2 | -1
CCN(CC)C(=O)COc1ccc(/C=C(\C#N)S(=O)(=O)c2ccccc2)cc1OC
    -7 | 5
O=C(CC1C(=O)NCCN1Cc1cccc(Oc2ccccc2)c1)NCCCn1cccn1 (stereo not drawn)
    -5 | -4
O=S(=O)(c1ccc(N2CCCC2c2nc3ccccc3s2)nc1)N1CCOCC1 (stereo not drawn)
    18 | -11
COc1ccc(C2/C=C\CN(Cc3ccc(N(C)C)cc3)CC(=O)N2Cc2ccc(F)cc2)cc1 (stereo not drawn)
    -8 | 7
CCOC(=O)NC1(C(F)(F)F)NC(=O)N(c2ccc(F)cc2)C1=O (stereo not drawn)
    -7 | 6
Cc1ccc(/C=N/NC(=O)c2cc(-c3cccnc3)nc3ccccc23)cc1
    57* | -27*
Cc1nnc(SCC(=O)N(CC(C)C)c2c(N)n(Cc3ccccc3)c(=O)[nH]c2=O)n1N
    1 | -3
Cc1ccccc1-n1c(=O)cc(N2CCc3ccccc32)[nH]c1=O
    8 | -2
O=C(CNS(=O)(=O)c1ccc(Cl)cc1)NNC(=O)c1cccnc1
    -7 | 4
CCN1CCN(CC(=O)c2c(C)n(C)c3ccc(OC)cc23)CC1
    23 | -15
CCOc1ccc(S(=O)(=O)NCc2ccccc2)cc1C(N)=O
    -10 | -2
Cc1ccc(C)c(NC(=O)CN(C)C(=O)c2ccc(-c3ccc(Cl)cc3)o2)c1
    14 | 0
CC1(C(=O)NS(=O)(=O)C2CC2)CCCN(C(=O)c2ccc3c(c2)OCO3)C1 (stereo not drawn)
    -5 | 2
CCNC(=S)NNC(=O)c1ccc(=O)n(Cc2ccccc2)c1
    2 | 4
O=C(CCNC(=O)c1ccccc1Cl)NCCCSc1ccccc1
    17 | 10
O=C(Nc1ccc(S(=O)(=O)N2CCCC2)cc1)c1ccc(Cl)nc1
    11 | 0
CC(=O)c1ccc(NC(=O)C2CC2c2ccccc2)cc1 (stereo not drawn)
    -11 | 7
CC(OC(=O)c1cccs1)C(=O)NCc1ccccc1 (stereo not drawn)
    -5 | 5
Cc1ccc(C2CC(C(F)F)n3ncc(C(=O)Nc4c(C)nn(Cc5c(F)cccc5Cl)c4C)c3N2)cc1 (stereo not drawn)
    13 | 1
O=C(CS(=O)(=O)c1ccccc1Cl)N1CCOCC1
    -4 | 4
COc1ccc(OCc2cc(C(=O)NCC3(C)COC3)no2)c(Cl)c1
    8 | 2
Cc1ccc2[nH]c(=O)c3cc(C(=O)N(C)Cc4ccco4)sc3c2c1
    -1 | 11
COc1ccc(S(=O)(=O)N(C)C)cc1NC(=O)COC(=O)CC1CCCC1
    1 | 1
Cc1ccccc1CSCc1ccc(C(=O)NCCCN2CCOCC2)o1
    -10 | 7
O=C(NC1CC1)C1CCN(C2CCN(C(=O)Cc3ccc4c(c3)OCO4)CC2)CC1
    1 | -11
CCC(C)(C)NC(=O)CN(Cc1ccccc1Cl)C(=O)CCC(=O)Nc1cc(C)ccn1
    2 | -12
CCCCN=C1NC(=O)C(CC(=O)Nc2ccc(Cl)cc2)S1 (stereo not drawn)
    -19 | -5
CC(C)CN1C(=O)c2ccc(NC(=O)C3CC3)cc2C1=O
    -4 | 13
C=CCN1C(=O)C2(OCCCO2)c2cccc(C)c21
    -2 | 1
CCC(CC)C(=O)OCC(=O)Nc1cccc([N+](=O)[O-])c1
    -36 | -2
COc1ccc(-c2ccc(CN3C(C)C(=O)N(Cc4cn(CCC5OCCO5)nn4)CCS3(=O)=O)cc2)cn1 (stereo not drawn)
    2 | -9
Cc1ccc(-c2nc(SC(C)C(=O)N3CCCC3)n[nH]2)cc1 (stereo not drawn)
    7 | 3
Cc1cc(C(=O)NCc2ccc3c(c2)OCO3)c(C)o1
    -3 | 4
COc1ccc(NC(=O)c2ccc(OC)cc2)cc1
    13 | -7
Cc1ccc(S(=O)(=O)N(C)C)cc1NC(=O)CN1C(=O)NC(Cc2ccccc2)C1=O (stereo not drawn)
    2 | -2
CC1(C)CC2CC(C)(CN2S(=O)(=O)c2ccccc2[N+](=O)[O-])C1 (stereo not drawn)
    -15 | 9
O=C1c2ccccc2CN1c1ccccc1
    11 | -7
Cc1cccn2c(CNCCCn3ncc4ccccc43)c(C(=O)N3CCCCC3)nc12
    -13 | 11

(cont.)
Results follow in this order: TAG inh | TAG inh DAPI viability
COc1ccc(Cl)cc1NC(=O)[C@@H]1CCCN1C(=O)c1cccs1
    -3 | -1
Cc1ccc(-c2c(C#N)c(N)n3c(nc4ccccc43)c2C#N)cc1
    -4 | -3
CC(C)(C)[C@@H]1CCC(=O)N(CC[C@H](Sc2ccc(Br)cc2)c2ccccc2)CC1
    -78 | 3
C#CCOCCOCCOCCNc1nc(N2CCN(C(=O)[C@H](CCC(=O)O)n3cc(C(N)CO)nn3)CC2)nc(N2CCN(C(=O)[C@H](Cc3cc4ccccc4[nH]3)n3cc(C(N)[C@H](C)CC)nn3)CC2)n1 (stereo partly drawn)
    9 | 3
CC(C)Cc1cc(-c2ccco2)c(C#N)c(N)n1
    4 | -14
O=C(O)/C=C\C(=O)Nc1ccccc1C(=O)N1CCN(c2ccc(Cl)cc2)CC1
    -28 | 10
CC(=O)c1cnn(-c2nc3c(C)cccc3s2)c1C
    15 | 5
